High-throughput results (PubChem)
hcDAF-12 act – H. contortus DAF-12 nuclear receptor activators, primary screen, cell-based, luminescence, HEK293, lit1-tk-luc reporter | HEK293 hcDAF-12 lit1-tk-luc reporter; 0% DMSO, 100% Δ7-dafachronic acid | activation, % at 6.8 µM | 370,000 tested, 1.4% active | AID 652067, 2013;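 active = activation above the mean of all tested compounds plus 3 SD, cut at about 5.5% in these data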;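 also: 100% = response to 3 µM Δ7-dafachronic acid high control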
SMARCA2 act – SMARCA2 (BRM) function activators, primary screen, cell-based, luminescence, high throughput; MG213 cells, MMTV-luciferase reporter, dexamethasone, overnight; activation, % at 9.1 µM; 370,000 tested, 1% active; AID 652017, 2013; in the data active = activation above about 7.8%;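 also: 0% = vehicle wells and 100% = reference activator wells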
Rev-erbA mod – modulators of Rev-erb alpha DNA binding, primary screen, biochemical, FITC-DNA, fluorescence polarization, uHTS | activity, % at 10 µM | 370,000 tested, 0.79% active | AID 1259318, 2017 | Rev-erbα–FITC-DNA binding, 90 min | Nuclear receptor subfamily 1 group D member 1 (Homo sapiens), P20393;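 active = activity above about 14%, limit read from the data; passing the limit was not always enough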;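 also: 0% = DMSO wells with 35 nM protein and 100% = DMSO wells with 750 nM protein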
Target sequence (P20393 whole entry, looked up): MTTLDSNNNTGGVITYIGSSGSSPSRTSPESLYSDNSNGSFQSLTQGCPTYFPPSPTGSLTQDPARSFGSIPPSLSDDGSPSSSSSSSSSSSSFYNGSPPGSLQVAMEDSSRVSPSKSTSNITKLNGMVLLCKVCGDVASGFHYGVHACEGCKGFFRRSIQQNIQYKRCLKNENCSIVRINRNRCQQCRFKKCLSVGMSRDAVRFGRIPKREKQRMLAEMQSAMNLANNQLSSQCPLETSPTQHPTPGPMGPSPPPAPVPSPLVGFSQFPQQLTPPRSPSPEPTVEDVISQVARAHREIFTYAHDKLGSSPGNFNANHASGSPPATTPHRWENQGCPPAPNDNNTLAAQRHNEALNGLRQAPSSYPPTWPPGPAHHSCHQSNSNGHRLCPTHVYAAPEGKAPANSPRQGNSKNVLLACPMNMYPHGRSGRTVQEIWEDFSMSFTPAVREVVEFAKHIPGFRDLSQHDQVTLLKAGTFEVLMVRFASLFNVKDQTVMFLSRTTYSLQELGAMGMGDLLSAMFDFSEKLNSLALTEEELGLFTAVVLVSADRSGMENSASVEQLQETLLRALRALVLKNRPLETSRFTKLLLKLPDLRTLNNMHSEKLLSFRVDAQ
PLC-beta3 inh – human PLC-beta3 inhibitors, primary screen, biochemical, fluorescence | 1-phosphatidylinositol 4,5-bisphosphate phosphodiesterase beta-3 (Homo sapiens), Q01970 | Purified PLC-beta3, fluorogenic substrate | inhibition, % at 12.2 µM | 370,000 tested, 0.18% active | AID 720704, 2013; in the data active = inhibition above about 11%;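 also: 0% = median of compound wells on plate and 100% = full blocker control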
ssDAF12 agonist – S. stercoralis DAF-12 nuclear receptor activators, primary screen, cell-based, luminescence, HEK293, GRIP1 co-expression, lit1-tk-luc; HEK293 ssDAF-12/GRIP1 lit1-tk-luc reporter; % of 3 µM dafachronic acid response; activation, % at 6.8 µM; AID 652126, 2013; 370,000 tested, 1% active;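 active = activation above the mean over all tested compounds plus 3 SD, cut at about 0.9% in these data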;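 also: 0% = DMSO-only wells and 100% = 3 µM delta7-dafachronic acid wells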
GAA850 FXN act – FXN promoter activators, primary screen, cell-based, luciferase luminescence, HEK293 lucGAA850; 360,000 tested, 0.56% active; AID 540364, 2011; activation, % at 6 µM; HEK293 lucGAA850 FXN promoter luciferase reporter, 24 h; percent of 10 µM SAHA response;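 active = activation above the average of all compounds screened plus 3 SD, cutoff fixed separately per campaign, cut at about 7.5% in these data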;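 also: 0% = DMSO wells and 100% = 10 µM SAHA wells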
sPLA2-III inh – human group III sPLA2 inhibitors, primary screen, biochemical, QFRET, BODIPY PC-A2 liposome substrate; Group 3 secretory phospholipase A2 (Homo sapiens), Q9NZ20; QFRET BODIPY PC-A2 liposome hydrolysis, fluorescence; inhibition, % at 12.2 µM; 370,000 tested, 0.56% active; AID 743126, 2013;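 active = inhibition above mean plus 3 SD of compounds lying within the high and low control bounds, cut at about 19% in these data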;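 also: 0% = median of test compound wells and 100% = no enzyme DMSO wells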
hgDAF-12 ag – H. glycines DAF-12 receptor agonists, primary screen, cell-based, luminescence, HEK293, GAL4 fusion, UAS-luciferase; 370,000 tested, 1.8% active; Nuclear hormone receptor DAF-12 (Heterodera glycines), GAL4 fusion; HEK293 GAL4-hgDAF12 UAS-luciferase reporter, agonist luminescence; normalized to butyrate control; activation, % at 6.8 µM;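 active = activation above a cutoff set at the mean of all screened compounds plus 3 SD, cut at about 10% in these data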;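 also: 0% = DMSO wells and 100% = sodium butyrate wells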
PG9 binder – binders of HIV-1 gp120 antibody PG9, primary screen, biochemical, TR-FRET | HIV-1 gp120 / PG9 antibody interaction | TR-FRET gp120-PG9 antibody binding | inhibition, % at 6.7 µM | 360,000 tested, 0.43% active | AID 624416, 2012; in the data active = inhibition above about 8.5%
DAX1 inh-1 – DAX1 (NR0B1) inhibitors, primary screen, cell-based, HEK293, Gal4-DAX1, luciferase luminescence. Nuclear receptor subfamily 0 group B member 1 (Homo sapiens), P51843. HEK293 Gal4-DAX1 luciferase reporter. inhibition, % at 6.75 µM. 340,000 tested, 0.99% active. AID 504766, 2011;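 active = inhibition above the mean over all tested compounds plus 3 SD, cut at about 4.2% in these data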;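 also: 0% = DAX1-transfected cells with DMSO and 100% = empty-vector control cells with DMSO; inhibition shows as a rise in luminescence from relieved DAX1 repression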
Target sequence (P51843 207-470 limits assumed): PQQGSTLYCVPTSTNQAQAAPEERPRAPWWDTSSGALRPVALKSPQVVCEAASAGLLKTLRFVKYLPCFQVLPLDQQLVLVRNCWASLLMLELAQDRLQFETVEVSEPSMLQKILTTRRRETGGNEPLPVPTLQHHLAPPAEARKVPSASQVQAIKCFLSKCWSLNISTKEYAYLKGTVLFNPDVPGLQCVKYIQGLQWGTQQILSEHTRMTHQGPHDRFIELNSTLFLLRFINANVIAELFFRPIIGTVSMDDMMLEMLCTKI
DAX1 inh-2 – DAX1 (NR0B1) inhibitors on StAR promoter, primary screen, cell-based, luminescence, SF-1 (NR5A1), full-length DAX-1. HEK293T StAR-luciferase reporter, SF-1/DAX-1 repression relief. inhibition, % at 6.8 µM. 370,000 tested, 1.1% active. AID 652010, 2013;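 active = inhibition above the mean over all tested compounds plus 3 SD, cut at about 3.6% in these data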;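 also: 0% = DAX-1 cells with DMSO and 100% = cells lacking DAX-1 with DMSO; higher inhibition means more luminescence from relief of DAX-1 repression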
* marks the source's active call; other numbers are inactive results; i = inactive; nt = no result given; & = joins results of further samples.

cpd	SMILES	hcDAF-12 act	SMARCA2 act	Rev-erbA mod	PLC-beta3 inh	ssDAF12 agonist	GAA850 FXN act
1	CCOc1cccc(C(=O)Nc2ccccc2C(=O)N2CCOCC2)c1	-2.1	2	2	-4	-1.0	0.1
2	O=C(c1ccccc1SCc1ccccc1)N1CCOCC1	-1.5	-3	-7	-6	-1.3	-0.7
3	Cc1ccc(S(=O)(=O)N(C)c2ccc(OC(C)C(=O)N(C)c3ccccc3)cc2)cc1 (stereo not drawn)	-0.9	-3	5	1	-1.2	-2.2
4	CC(C)Cn1cc(C(=O)N2CCOCC2)c2c3ccccc3n(C)c2c1=O	-1.4	1	2	-22	-1.6	1.6
5	COc1ccc(Cc2nnc(SCC(=O)NCc3ccco3)o2)cc1	-2.6	-2	-8	-1	-0.9	0.3
6	CCN1CCN(Cc2ccc(NC(=O)c3ccc(C)c(NC(=O)c4cccc5[nH]ccc45)c3)cc2C(F)(F)F)CC1	-1.5&-2.0	-2&0	1&2	-147&-47	-1.5&-2.0	-5.1&0.7
7	CC(=O)Nc1cc(-c2ccc(S(C)(=O)=O)cc2)cn2c(-c3ccc(F)c(Cl)c3)cnc12	-2.4	0	2	-97	-2.2	-3.3
8	CN(C)Cc1c(C(C)(C)O)[nH]c2ccccc12	0.3	-1	9	-3	-0.4	nt

cpd	sPLA2-III inh	hgDAF-12 ag	PG9 binder	DAX1 inh-1	DAX1 inh-2
1	-2	-1.7	-1.3	0.0	2.0
2	-4	-1.5	0.8	-0.9	-0.6
3	-11	-5.6	0.1	-1.4	-4.0
4	-2	-2.2	-0.5	-0.5	-1.2
5	6	0.3	-0.7	-0.5	-0.2
6	-11&-9	-4.4&-1.3	-1.9&-2.6	0.0&-2.0	-1.6&-0.3
7	-16	-0.4	2.0	nt	-3.9
8	6	1.2	1.6	nt	0.4

Some of these compounds in order of length of the SMILES, ascending.
cpd	SMILES	hcDAF-12 act	SMARCA2 act	Rev-erbA mod	PLC-beta3 inh	ssDAF12 agonist	GAA850 FXN act
4	CC(C)Cn1cc(C(=O)N2CCOCC2)c2c3ccccc3n(C)c2c1=O	-1.4	1	2	-22	-1.6	1.6
3	Cc1ccc(S(=O)(=O)N(C)c2ccc(OC(C)C(=O)N(C)c3ccccc3)cc2)cc1 (stereo not drawn)	-0.9	-3	5	1	-1.2	-2.2
6	CCN1CCN(Cc2ccc(NC(=O)c3ccc(C)c(NC(=O)c4cccc5[nH]ccc45)c3)cc2C(F)(F)F)CC1	-1.5&-2.0	-2&0	1&2	-147&-47	-1.5&-2.0	-5.1&0.7

cpd	sPLA2-III inh	hgDAF-12 ag	PG9 binder	DAX1 inh-1	DAX1 inh-2
4	-2	-2.2	-0.5	-0.5	-1.2
3	-11	-5.6	0.1	-1.4	-4.0
6	-11&-9	-4.4&-1.3	-1.9&-2.6	0.0&-2.0	-1.6&-0.3

Carrying on.
cpd	SMILES	hcDAF-12 act	SMARCA2 act	Rev-erbA mod	PLC-beta3 inh	ssDAF12 agonist	GAA850 FXN act
9	C[C@H](NC(=O)c1ccccc1)C(=O)N1CCN(Cc2ccc3c(c2)OCO3)CC1	-1.9	0	-3	-4	-1.3	-0.9
10	C[C@H](CO)N1C[C@H](C)[C@H](CN(C)Cc2ccncc2)Oc2ncc(C#CC3CC3)cc2C1=O	-2.7	-2	2	2	-1.6	-0.6
11	O=C(CSc1ncnc2c1nnn2Cc1ccccc1F)N1CCN(c2ccccc2)CC1	-0.7	-1	0	-3	-1.0	1.6
12	CCOCCc1nnc(NC(=O)CS(=O)(=O)Cc2ccccc2)s1	-2.5	-4	4	-13	-0.9	-0.7
13	O=C(CCc1ccccc1)Nc1nnc(-c2ccccn2)o1	-0.7	-3	-6	-8	-0.8	1.9
14	COc1cccc(CNc2nc3cc(-c4cccc(Cl)c4)sc3c(=O)n2C)c1	1.1	-4	7	0	-0.9	1.0
15	CCC(=O)c1ccc(OC)c(OC)c1OCc1ccccc1	-1.8	1	4	3	-0.3	2.4
16	CCOC(=O)NC(=O)/C(C#N)=C\c1ccccc1	-1.6	1	5	-8	-0.3	1.0

cpd	sPLA2-III inh	hgDAF-12 ag	PG9 binder	DAX1 inh-1	DAX1 inh-2
9	11	0.6	0.7	0.6	1.0
10	12	1.9	0.5	0.9	0.0
11	0	-2.4	0.6	-0.2	0.2
12	13	2.3	0.1	1.1	-0.1
13	4	2.6	0.4	0.0	0.1
14	7	0.6	-0.1	nt	0.7
15	5	0.7	-0.4	2.4	-0.7
16	22*	0.0	-3.6	2.2	0.1

Going on with the list.
cpd	SMILES	hcDAF-12 act	SMARCA2 act	Rev-erbA mod	PLC-beta3 inh	ssDAF12 agonist	GAA850 FXN act
17	O=C(O)CSc1nnc(-c2ccc3c(c2)OCO3)n1-c1ccccc1	-0.8	4	2	-2	-0.2	4.3
18	CC(=O)c1ccc(-n2nnnc2SCC(=O)N2CCN(C(=O)c3ccco3)CC2)cc1	-1.8	-1	5	3	-0.8	0.2
19	O=C(CN1CCN(c2ccc([N+](=O)[O-])cc2)CC1)Nc1ccccn1	-1.5	-3	1	1	-1.8	2.0
20	CCc1noc(C)c1C(=O)Nc1ccc(F)c(F)c1F	1.2	1	-5	-6	-1.3	0.5
21	CC1C(=O)Nc2ccc(S(=O)(=O)N3CCCCCC3)cc21 (stereo not drawn)	-2.2	-3	-1	-48	-1.1	-0.6
22	CCS(=O)(=O)c1nc(S(=O)(=O)c2ccc(C)cc2)c(N2CCC(C)CC2)s1	0.5	-2	-3	-5	-1.1	0.9
23	CCOC(=O)N1CCC(NC(=O)c2ccc3nc(N4CCOCC4)sc3c2)CC1	-2.5	-1	4	0	-1.0	0.5
24	O=C(CCN1C(=O)c2cccc3cccc(c23)C1=O)N1CCOCC1	3.4	0	3	-44	-0.5	5.2

cpd	sPLA2-III inh	hgDAF-12 ag	PG9 binder	DAX1 inh-1	DAX1 inh-2
17	-1	1.6	-1.8	0.9	0.4
18	3	-0.1	0.9	2.7	-0.8
19	-7	-0.3	2.6	-0.3	-1.9
20	1	-0.1	-2.4	-1.0	2.2
21	-21	-1.5	-1.9	0.4	0.5
22	-12	-2.1	-1.2	-0.2	-1.6
23	-1	0.5	0.2	-0.1	0.3
24	14	13*	0.1	1.5	2.2

Additional compounds follow.
cpd	SMILES	hcDAF-12 act	SMARCA2 act	Rev-erbA mod	PLC-beta3 inh	ssDAF12 agonist	GAA850 FXN act
25	COC(=O)c1nnn(CC(=O)NC(=O)Nc2ccccc2)c1C(=O)OC	0.8	2	1	1	-0.8	2.3
26	COC(=O)CC#C[C@H](C)[C@@H](NS(C)(=O)=O)C1CCCCC1	-0.3	3	-3	3	0.5	nt
27	CCOC(=O)/C=C1\CC(C(=O)OCC)Oc2c(OC)cccc21 (stereo not drawn)	0.3	9.6*	-8	-80	-0.8	0.5
28	O=Cc1ccccc1OCCOc1ccccc1C=O	-0.3	0	-3	-4	-0.7	3.6
29	C=CCN1C=CC(=O)[C@@H](O)[C@H]1c1ccccc1Br	0.5	-3	-3	-5	-0.6	-0.2
30	CCN(CC)c1nc(-c2cccc(OC)c2O)nc2ccccc12	3.8	-2	8	1	0.3	1.8
31	CN(CCCNC(=O)c1nn(C)c2c1CS(=O)(=O)c1ccccc1-2)Cc1ccccc1	-0.5	4	-1	-2	-0.2	-0.8
32	COc1cc(Cl)c(S(=O)(=O)n2cnc(C)c2)cc1Cl	-1.4	-1	2	0	-1.3	-1.2

cpd	sPLA2-III inh	hgDAF-12 ag	PG9 binder	DAX1 inh-1	DAX1 inh-2
25	-2	2.2	-0.2	-0.5	-0.5
26	-5	-1.8	0.3	nt	0.7
27	-2	-2.4	0.4	0.3	0.1
28	16	3.4	-1.8	1.4	-0.1
29	-2	-1.4	-0.1	1.6	-0.1
30	-5	1.9	-0.6	0.3	0.6
31	1	-1.3	-0.5	0.2	0.0
32	10	-0.1	-1.6	-0.1	0.1

Next section
cpd	SMILES	hcDAF-12 act	SMARCA2 act	Rev-erbA mod	PLC-beta3 inh	ssDAF12 agonist	GAA850 FXN act
33	COCc1[nH]nc2c1C(C1C=CCCC1)C(C#N)=C(N)O2 (stereo not drawn)	-0.8	0	-1	-2	-1.4	-1.9
34	CCCC(=O)N1CCN(S(=O)(=O)c2cc(Cl)ccc2OC)CC1	-0.9	1	1	-1	-0.9	-2.3
35	COc1ccc(-c2cc3ccccc3n2CC(O)CNCCO)cc1 (stereo not drawn)	0.0	-2	3	-11	-0.7	-3.0
36	O=C1C(F)=CC(COC(c2ccccc2)(c2ccccc2)c2ccccc2)OC1n1cc(F)c(=O)[nH]c1=O (stereo not drawn)	-1.8	-4	3	5	-1.2	-9.3
37	CCOc1cc(C(=S)N2CCOCC2)ccc1OS(=O)(=O)c1ccccc1[N+](=O)[O-]	-1.7	-6	3	3	-1.4	0.1
38	Cn1c(SCc2cccc(Br)c2)nnc1-c1ccncc1	-0.5	-2	5	-10	-1.6	0.4
39	Cc1ccc(OCC(=O)N2CCN(C(=O)c3cccs3)CC2)cc1	-0.9	-4	-1	1	-1.0	-0.5
40	CN1CCN(S(=O)(=O)c2cc([N+](=O)[O-])ccc2Cl)CC1	-0.6	-1	1	-3	-1.8	1.2
41	CCOC(=O)Cn1c(=NC(=O)C(C)(C)C)sc2cc([N+](=O)[O-])ccc21	-1.3	0	-1	-19	-0.7	0.6
42	COc1ccc(-c2cc(C(=O)O)c3c(C)nn(-c4ccccn4)c3n2)cc1	0.1	2	2	i	-1.2	nt

cpd	sPLA2-III inh	hgDAF-12 ag	PG9 binder	DAX1 inh-1	DAX1 inh-2
33	-1	-0.7	-1.5	2.2	0.4
34	3	1.2	-1.2	1.2	0.0
35	0	0.8	2.2	-0.4	0.0
36	-22	1.1	-1.0	-1.3	-0.9
37	3	-1.4	0.7	-2.0	-0.5
38	6	-2.1	-1.6	-0.6	0.2
39	1	-0.3	0.7	-0.1	-0.6
40	4	-1.9	3.4	1.6	0.1
41	5	2.1	0.5	-0.7	-0.3
42	-4	2.7	-0.4	nt	0.1

Rows are unselected. Share with any hit: about 7%.
